# Screening results (PubChem)
# NSD2 block: blocks human NSD2 histone methyltransferase activity; O96028; NSD2-SET H3K36me1 DELFIA fluorescence, biochemical; actives 0.07% (n = 44,000); inhibition, % at 12.5 µM; in the data active means inhibition above about 54%, passing the limit was not always enough;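 further: inhibitors reduce the monomethyl H3K36 fluorescence signal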
# Target sequence (O96028 whole entry, looked up): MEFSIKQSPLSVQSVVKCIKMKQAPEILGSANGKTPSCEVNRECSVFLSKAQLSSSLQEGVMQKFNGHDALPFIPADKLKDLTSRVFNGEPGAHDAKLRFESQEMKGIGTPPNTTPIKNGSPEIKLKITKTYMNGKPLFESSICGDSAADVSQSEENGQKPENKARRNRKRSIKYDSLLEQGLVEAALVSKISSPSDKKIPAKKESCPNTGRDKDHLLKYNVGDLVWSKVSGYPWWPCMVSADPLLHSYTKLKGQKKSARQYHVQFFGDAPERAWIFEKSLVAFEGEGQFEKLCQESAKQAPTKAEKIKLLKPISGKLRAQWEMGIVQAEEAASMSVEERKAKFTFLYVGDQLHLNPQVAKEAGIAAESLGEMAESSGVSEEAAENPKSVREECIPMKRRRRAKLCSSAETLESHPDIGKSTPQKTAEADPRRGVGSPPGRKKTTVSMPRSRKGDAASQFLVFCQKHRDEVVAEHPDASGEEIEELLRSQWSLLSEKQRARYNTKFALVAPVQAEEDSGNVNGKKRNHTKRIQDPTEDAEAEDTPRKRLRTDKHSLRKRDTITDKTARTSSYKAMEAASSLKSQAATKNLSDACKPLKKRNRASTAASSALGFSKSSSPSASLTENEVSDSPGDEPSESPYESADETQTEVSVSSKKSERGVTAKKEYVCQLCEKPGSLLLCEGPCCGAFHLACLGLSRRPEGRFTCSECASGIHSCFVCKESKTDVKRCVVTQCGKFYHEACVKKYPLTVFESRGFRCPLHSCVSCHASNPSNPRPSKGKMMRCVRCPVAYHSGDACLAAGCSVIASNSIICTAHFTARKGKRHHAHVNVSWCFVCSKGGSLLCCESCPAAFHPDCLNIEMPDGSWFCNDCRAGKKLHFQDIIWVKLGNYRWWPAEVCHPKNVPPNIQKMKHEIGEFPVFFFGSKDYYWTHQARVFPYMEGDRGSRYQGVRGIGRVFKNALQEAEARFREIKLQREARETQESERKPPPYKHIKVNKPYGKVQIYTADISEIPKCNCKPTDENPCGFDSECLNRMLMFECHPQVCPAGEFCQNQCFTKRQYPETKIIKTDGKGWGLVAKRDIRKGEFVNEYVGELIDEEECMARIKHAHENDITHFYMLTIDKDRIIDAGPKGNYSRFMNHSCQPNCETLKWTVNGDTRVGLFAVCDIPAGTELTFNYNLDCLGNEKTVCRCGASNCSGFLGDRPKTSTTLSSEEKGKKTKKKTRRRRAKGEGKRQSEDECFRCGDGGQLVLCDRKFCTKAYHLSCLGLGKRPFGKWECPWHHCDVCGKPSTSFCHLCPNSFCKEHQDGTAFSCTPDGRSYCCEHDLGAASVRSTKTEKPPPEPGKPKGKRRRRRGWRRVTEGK
# * marks the source's active call; other numbers are inactive results. An excerpt; count on the stated rates, not on these rows.
SMILES,NSD2 block
C[C@H]1CN([C@@H](C)CO)C(=O)c2cc(NC(=O)CCCCCC(=O)Nc3ccccc3N)ccc2O[C@H]1CN(C)Cc1ccc2c(c1)OCO2,-2
O=C(C[C@@H]1C[C@H]2c3cc(NC(=O)C4CCOCC4)ccc3O[C@H]2[C@H](CO)O1)NCc1ccccn1,-2
COc1ccc(NC(=O)Nc2ccc3c(c2)C(=O)N([C@H](C)CO)C[C@H](C)[C@@H](CN(C)S(=O)(=O)c2c(C)noc2C)OCCCC[C@@H](C)O3)cc1,-4
C[C@H](CO)N1C[C@H](C)[C@@H](CN(C)Cc2ccc(F)cc2)Oc2ncc(-c3cccc(C#N)c3)cc2C1=O,-1
CC(C)NC(=O)Nc1ccc2c(c1)C(=O)N([C@H](C)CO)C[C@@H](C)[C@@H](CN(C)S(=O)(=O)c1ccc(Cl)cc1)O2,-1
C[C@H]1CN([C@@H](C)CO)C(=O)c2cc(NC(=O)Nc3ccc4c(c3)OCO4)ccc2O[C@H]1CN(C)S(=O)(=O)c1ccccc1,-6
C/C=C/c1cnc2c(c1)C(=O)N([C@@H](C)CO)C[C@@H](C)[C@H](CN(C)C(=O)Nc1ccc(OC)cc1)O2,-1
Cc1ccc(S(=O)(=O)Nc2ccc3c(c2)CC(=O)N([C@@H](C)CO)C[C@@H](C)[C@H](CN(C)C)O3)cc1,-4
COCC(=O)N(C)C[C@H]1Oc2cc(-c3ccc(F)cc3)ccc2S(=O)(=O)N([C@@H](C)CO)C[C@@H]1C,-15
COc1ccc(CN(C)C[C@H]2Oc3ccc(NC(=O)Nc4cccc5ccccc45)cc3CC(=O)N([C@@H](C)CO)C[C@@H]2C)cc1,3
C[C@@H]1CN([C@@H](C)CO)C(=O)Cc2cc(NC(=O)Cc3ccccc3)ccc2O[C@@H]1CN(C)CC1CC1,-5
COCC(=O)Nc1ccc2c(c1)[C@H]1C[C@H](CC(=O)N3CCc4ccccc4C3)O[C@H](CO)[C@H]1O2,1
COc1cc(C)c(C(=O)O[C@H]2[C@@H](OC(C)=O)[C@H](n3ccc(=O)[nH]c3=O)O[C@@H]2CO)c(OC)c1,14
Cc1noc(C)c1S(=O)(=O)N(C)C[C@@H]1Oc2ccc(NS(=O)(=O)c3ccc(Cl)cc3)cc2CC(=O)N([C@@H](C)CO)C[C@H]1C,-8
C[C@@H]1CCCCO[C@@H](CN(C)C(=O)NC2CCCCC2)[C@@H](C)CN([C@H](C)CO)C(=O)c2cc(NC(=O)Nc3ccc(C(F)(F)F)cc3)ccc2O1,-16
C[C@@H]1CCCCO[C@@H](CN(C)S(=O)(=O)c2cn(C)cn2)[C@@H](C)CN([C@H](C)CO)C(=O)c2cc(NC(=O)NC3CCCCC3)ccc2O1,5
C/C=C/c1cnc2c(c1)C(=O)N([C@H](C)CO)C[C@H](C)[C@@H](CN(C)C(=O)c1cnccn1)O2,6
C[C@H]1CN([C@@H](C)CO)C(=O)Cc2cc(NC(=O)NC3CCCCC3)ccc2O[C@@H]1CN(C)C(=O)Nc1ccc(C(F)(F)F)cc1,-4
COc1ccc(CN(C)C[C@H]2Oc3ccc(NC(=O)C4CCCCC4)cc3CC(=O)N([C@H](C)CO)C[C@@H]2C)cc1,23
COc1cccc(-c2ccc3c(c2)O[C@H](CN(C)C(=O)C2CCOCC2)[C@@H](C)CN([C@H](C)CO)S3(=O)=O)c1,-3
C[C@H]1CN([C@@H](C)CO)S(=O)(=O)c2ccc(Br)cc2O[C@H]1CN(C)Cc1ccccn1,-5
C[C@@H]1CN([C@@H](C)CO)C(=O)Cc2cc(NC(=O)Cc3ccccc3)ccc2O[C@@H]1CN(C)Cc1ccc(C(=O)Nc2ccccc2N)cc1,-1
COc1ccc(S(=O)(=O)N(C)C[C@@H]2Oc3ccc(NC(=O)Nc4ccccc4)cc3CC(=O)N([C@H](C)CO)C[C@H]2C)cc1,-6
C[C@H]1CN([C@@H](C)CO)C(=O)CCCn2cc(nn2)CO[C@H]1CN(C)S(=O)(=O)c1ccc(C#N)cc1,-1
C[C@@H]1CN([C@H](C)CO)C(=O)Cc2cc(NC(=O)Nc3ccc(F)cc3)ccc2O[C@H]1CN(C)C(=O)Nc1ccccc1,0

# Filtered by structure, those above with fluorine (five)
SMILES,NSD2 block
C[C@H](CO)N1C[C@H](C)[C@@H](CN(C)Cc2ccc(F)cc2)Oc2ncc(-c3cccc(C#N)c3)cc2C1=O,-1
COCC(=O)N(C)C[C@H]1Oc2cc(-c3ccc(F)cc3)ccc2S(=O)(=O)N([C@@H](C)CO)C[C@@H]1C,-15
C[C@@H]1CCCCO[C@@H](CN(C)C(=O)NC2CCCCC2)[C@@H](C)CN([C@H](C)CO)C(=O)c2cc(NC(=O)Nc3ccc(C(F)(F)F)cc3)ccc2O1,-16
C[C@H]1CN([C@@H](C)CO)C(=O)Cc2cc(NC(=O)NC3CCCCC3)ccc2O[C@@H]1CN(C)C(=O)Nc1ccc(C(F)(F)F)cc1,-4
C[C@@H]1CN([C@H](C)CO)C(=O)Cc2cc(NC(=O)Nc3ccc(F)cc3)ccc2O[C@H]1CN(C)C(=O)Nc1ccccc1,0

# Continuation.
SMILES,NSD2 block
C[C@H](CO)N1C[C@H](C)[C@H](CN(C)C(=O)Nc2ccc(C(F)(F)F)cc2)OCCCC[C@H](C)Oc2ccc(NS(=O)(=O)c3ccc(F)cc3)cc2C1=O,-4
C[C@@H]1CCCCO[C@H](CN(C)Cc2ccc3c(c2)OCO3)[C@@H](C)CN([C@H](C)CO)C(=O)c2cc(NC(=O)CCCN(C)C)ccc2O1,3
C[C@@H]1CCCCO[C@@H](CN(C)S(C)(=O)=O)[C@H](C)CN([C@@H](C)CO)C(=O)c2cc(N(C)C)ccc2O1,7
C[C@H](CO)N1C[C@H](C)[C@H](CN(C)CC2CC2)Oc2cc(C#Cc3ccccn3)ccc2S1(=O)=O,4
CS(=O)(=O)Nc1ccc2c(c1)[C@H]1C[C@@H](CC(=O)NCc3cccnc3)O[C@H](CO)[C@H]1O2,-1
CCCC#Cc1cnc2c(c1)C(=O)N([C@@H](C)CO)C[C@H](C)[C@@H](CN(C)C(=O)Nc1ccc(OC)cc1)O2,4
C[C@@H]1CN([C@H](C)CO)C(=O)c2cc(NC(=O)c3ccncc3)ccc2O[C@H]1CN(C)Cc1ccc(C(=O)Nc2ccccc2N)cc1,-5
C[C@@H]1CN([C@@H](C)CO)S(=O)(=O)c2ccc(-c3cccc(C#N)c3)cc2O[C@@H]1CN(C)C(=O)c1ccncc1,-1
CC(=O)N(C)C[C@@H]1Oc2cc(-c3ccccc3F)ccc2S(=O)(=O)N([C@@H](C)CO)C[C@H]1C,2
C[C@H](CO)N1C[C@H](C)[C@@H](CN(C)C(=O)Nc2ccc3c(c2)OCO3)Oc2c(NC(=O)C3CC3)cccc2C1=O,3
CC(C)NC(=O)Nc1ccc2c(c1)C(=O)N([C@@H](C)CO)C[C@H](C)[C@@H](CN(C)C(=O)Nc1ccc(F)cc1)O2,2
c1ccc(N=C2SC(=NC3CCCCC3)C3=C2CCCC3)cc1,0
Cc1noc(C)c1NC(=O)N(C)C[C@H]1OCCCC[C@@H](C)Oc2ccc(NC(=O)Nc3ccc4c(c3)OCO4)cc2C(=O)N([C@H](C)CO)C[C@@H]1C,32
CC(C)C[C@@H]1NC(=O)[C@H]2C[C@@H](C(=O)NCc3ccc(F)cc3)[C@@H](c3cccc(OCCO)c3)N2C1=O,-2
C[C@@H]1CCCCO[C@H](CN(C)C)[C@H](C)CN([C@H](C)CO)C(=O)c2cc(NC(=O)c3ccccc3)ccc2O1,-2
C[C@@H]1CN([C@@H](C)CO)C(=O)c2cc(NS(=O)(=O)c3cn(C)cn3)ccc2O[C@@H](C)CCCCO[C@@H]1CN(C)C(=O)Nc1ccc(F)cc1,3
O=C(C1=C[C@@H](C2CCCCC2)C[C@@H](OCc2ccc(CO)cc2)O1)N1CCN(Cc2ccccc2)CC1,2
Cc1nc(S(=O)(=O)NC[C@@H]2CCCN(Cc3cccc(OCCO)c3)C2)cn1C,6
CC(=O)N(C)C[C@@H]1Oc2cc(C#Cc3cccc(F)c3)ccc2S(=O)(=O)N([C@H](C)CO)C[C@H]1C,-2
Cc1noc(C)c1S(=O)(=O)N(C)C[C@H]1Oc2ccc(NS(=O)(=O)c3cn(C)cn3)cc2CC(=O)N([C@@H](C)CO)C[C@H]1C,14
C[C@H](CO)N1C[C@H](C)[C@H](CN(C)S(=O)(=O)c2ccc(F)cc2)OCCCC[C@H](C)Oc2ccc(NC(=O)Cc3ccccc3)cc2C1=O,3
CC(C)NC(=O)N(C)C[C@H]1Oc2ccc(NC(=O)CCN3CCOCC3)cc2CC(=O)N([C@@H](C)CO)C[C@@H]1C,-3
C[C@H]1CN([C@@H](C)CO)S(=O)(=O)c2ccc(-c3ccncc3)cc2O[C@@H]1CN(C)C(=O)Nc1ccc(C(F)(F)F)cc1,6
COc1ccccc1-c1cnc2c(c1)C(=O)N([C@H](C)CO)C[C@@H](C)[C@@H](CN(C)Cc1ccc(C(=O)O)cc1)O2,-10
C[C@@H]1CN([C@@H](C)CO)C(=O)Cc2cc(NC(=O)C3CC3)ccc2O[C@@H]1CN(C)S(=O)(=O)c1ccc(F)cc1,-23

# An excerpt from above in order of SMILES length, rising.
SMILES,NSD2 block
CC(C)NC(=O)N(C)C[C@H]1Oc2ccc(NC(=O)CCN3CCOCC3)cc2CC(=O)N([C@@H](C)CO)C[C@@H]1C,-3
CC(C)C[C@@H]1NC(=O)[C@H]2C[C@@H](C(=O)NCc3ccc(F)cc3)[C@@H](c3cccc(OCCO)c3)N2C1=O,-2
C[C@@H]1CN([C@@H](C)CO)C(=O)Cc2cc(NC(=O)C3CC3)ccc2O[C@@H]1CN(C)S(=O)(=O)c1ccc(F)cc1,-23
C[C@@H]1CCCCO[C@H](CN(C)Cc2ccc3c(c2)OCO3)[C@@H](C)CN([C@H](C)CO)C(=O)c2cc(NC(=O)CCCN(C)C)ccc2O1,3

# Continued.
SMILES,NSD2 block
C[C@H]1CN([C@@H](C)CO)S(=O)(=O)c2ccc(Br)cc2O[C@@H]1CN(C)S(C)(=O)=O,-2
Cc1noc(C)c1NC(=O)Nc1ccc2c(c1)CC(=O)N([C@@H](C)CO)C[C@@H](C)[C@@H](CN(C)C)O2,1
C[C@H](CO)N1C[C@H](C)[C@@H](CN(C)C)OCc2cn(nn2)CCCC1=O,-3
COCC#Cc1cnc2c(c1)C(=O)N([C@@H](C)CO)C[C@@H](C)[C@H](CN(C)Cc1ccc3c(c1)OCO3)O2,-1
COc1ccc(NC(=O)Nc2ccc3c(c2)CC(=O)N([C@@H](C)CO)C[C@@H](C)[C@@H](CN(C)C(=O)Nc2c(C)noc2C)O3)cc1,2
C[C@H]1CCCCO[C@H](CN(C)S(=O)(=O)c2cccs2)[C@@H](C)CN([C@@H](C)CO)C(=O)c2cc(NS(C)(=O)=O)ccc2O1,-1
CC(C)NC(=O)Nc1ccc2c(c1)C(=O)N([C@@H](C)CO)C[C@@H](C)[C@@H](CN(C)C(=O)Nc1ccc(F)cc1)O2,2
C[C@H]1CN([C@@H](C)CO)C(=O)c2cc(NC(=O)Nc3ccc(C(F)(F)F)cc3)ccc2O[C@H]1CN(C)C,-1
C[C@H](CO)N1C[C@H](C)[C@H](CN(C)Cc2cccnc2)Oc2cc(C#CCN(C)C)ccc2S1(=O)=O,4
C[C@@H]1CN([C@H](C)CO)C(=O)c2cc(N(C)C)ccc2O[C@@H](C)CCCCO[C@@H]1CN(C)S(C)(=O)=O,3
C[C@H]1CN([C@@H](C)CO)C(=O)c2cccc(NC(=O)C3CCOCC3)c2O[C@H]1CN(C)Cc1ccc(C(F)(F)F)cc1,-8
CCCC#Cc1ccc2c(c1)O[C@@H](CN(C)C(=O)COC)[C@@H](C)CN([C@H](C)CO)S2(=O)=O,2
Cc1ccc(-c2cnc3c(c2)C(=O)N([C@@H](C)CO)C[C@@H](C)[C@H](CN(C)C(=O)c2ccc(F)cc2)O3)cc1,3
C[C@H]1CN([C@@H](C)CO)C(=O)Cc2cc(NC(=O)c3ccncc3)ccc2O[C@@H]1CN(C)S(=O)(=O)c1ccc(F)cc1,7
C[C@H]1CN([C@@H](C)CO)C(=O)Cc2cc(NC(=O)CCC(F)(F)F)ccc2O[C@H]1CN(C)C(=O)Nc1ccccc1,0
C[C@H]1CN([C@@H](C)CO)C(=O)c2cccc(NC(=O)c3nc4ccccc4s3)c2O[C@H]1CN(C)S(=O)(=O)c1cccs1,-1
C/C=C/c1cnc2c(c1)C(=O)N([C@H](C)CO)C[C@@H](C)[C@@H](CN(C)C(=O)CN1CCOCC1)O2,4
COc1ccc(S(=O)(=O)Nc2ccc3c(c2)CC(=O)N([C@H](C)CO)C[C@@H](C)[C@H](CN(C)Cc2ccc(C(=O)O)cc2)O3)cc1,-1
Cc1noc(C)c1S(=O)(=O)Nc1ccc2c(c1)C(=O)N([C@H](C)CO)C[C@H](C)[C@@H](CN(C)C(=O)Nc1cccc3ccccc13)O2,6
CCC(=O)N(C)C[C@@H]1Oc2cc(C#CCOC)ccc2S(=O)(=O)N([C@H](C)CO)C[C@@H]1C,0
C[C@@H]1CN([C@@H](C)CO)S(=O)(=O)c2ccc(-c3ccncc3)cc2O[C@H]1CN(C)C,-2
COc1ccc(NC(=O)Nc2ccc3c(c2)C(=O)N([C@@H](C)CO)C[C@@H](C)[C@H](CN(C)Cc2ccccc2)OCCCC[C@@H](C)O3)cc1,0
C/C=C/c1ccc2c(c1)O[C@H](CN(C)C(=O)NC1CCCC1)[C@H](C)CN([C@@H](C)CO)S2(=O)=O,2
C[C@H](CO)N1C[C@H](C)[C@H](CN(C)C)Oc2ccc(NC(=O)CCC(F)(F)F)cc2CC1=O,0
C[C@H]1CN([C@@H](C)CO)C(=O)Cc2cc(NC(=O)Cc3ccccc3)ccc2O[C@H]1CN(C)CC1CC1,-3
C[C@H]1CN([C@@H](C)CO)S(=O)(=O)c2ccc(-c3cncnc3)cc2O[C@@H]1CN(C)Cc1ccccc1,3
C[C@@H]1CN([C@H](C)CO)C(=O)c2cc(NC(=O)Nc3ccc(C(F)(F)F)cc3)ccc2O[C@@H](C)CCCCO[C@H]1CN(C)Cc1ccc(C(F)(F)F)cc1,4
C[C@@H]1CN([C@H](C)CO)C(=O)CCCn2nncc2CO[C@H]1CN(C)C(=O)Nc1ccccc1,5
C[C@H]1CN([C@@H](C)CO)S(=O)(=O)c2ccc(-c3ccccc3)cc2O[C@@H]1CN(C)C(=O)CN(C)C,-7
